Bioassay records as filed in PubChem.
VP16 counter = counter-screen for ROR gamma inhibitors: Gal4-VP16 reporter | Drosophila S2 Gal4-VP16 UAS-luciferase, luminescence, 20 h | Potency, µM (doses to about 53.6 µM), inactives show at the top dose activity, negative = inhibition, most hits filed as inhibitors | actives 3.5% (n = 310,000) | AID 2546;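 note: Gal4-VP16 expression switched on by copper sulfate through the metallothionein promoter; potency is the fitted concentration of half-maximal effect; % is set by controls: 0 for no effect and ±100 for the full control effect; nearly all actives have a fitted effect of over 50% in size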
RORg inh = blocks mouse ROR gamma transcriptional activity | P51450 | Drosophila S2 Gal4-RORgamma UAS-luciferase reporter, 20 h | Potency, µM (doses to about 53.6 µM), for inactives: top-dose activity change, negative = inhibition, hits mostly inhibitors | actives 5.4% (n = 310,000); note: potency is the fitted concentration of half-maximal effect; % is set by controls: 0 for no effect and ±100 for the full control effect; nearly all actives have a fitted effect of over 60% in size
Target sequence (P51450 whole entry, looked up, the tested form may be a part): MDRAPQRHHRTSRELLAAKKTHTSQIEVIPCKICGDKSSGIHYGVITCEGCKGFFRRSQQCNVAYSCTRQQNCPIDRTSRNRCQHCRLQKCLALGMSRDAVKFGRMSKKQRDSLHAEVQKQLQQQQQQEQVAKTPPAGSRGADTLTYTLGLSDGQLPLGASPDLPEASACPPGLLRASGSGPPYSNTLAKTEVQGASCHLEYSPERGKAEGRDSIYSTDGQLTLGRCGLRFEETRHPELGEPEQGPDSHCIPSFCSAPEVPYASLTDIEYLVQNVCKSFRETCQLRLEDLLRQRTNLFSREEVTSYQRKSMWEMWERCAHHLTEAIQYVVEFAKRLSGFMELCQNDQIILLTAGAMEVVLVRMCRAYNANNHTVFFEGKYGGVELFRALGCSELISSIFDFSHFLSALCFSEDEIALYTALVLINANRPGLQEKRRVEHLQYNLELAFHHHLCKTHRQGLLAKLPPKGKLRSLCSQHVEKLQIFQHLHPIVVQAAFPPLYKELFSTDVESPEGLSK
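Using a luciferase readout, inhibitors were identified by reduced reporter activity in Drosophila cells coexpressing a copper-inducible Gal4–ROR gamma fusion and UAS-driven Photinus luciferase, incubated 20 hr after 700 uM copper sulfate.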
PKM2 act = PKM2 (human) enzyme activation; P14618; purified PKM2, Kinase-Glo ATP luminescence, activation; response scale: 0% is enzyme alone, no compound; Potency, µM (doses to about 57.5 µM), inactives show top-dose activation, usual class: activators; actives 0.34% (n = 260,000); AID 1631; note: potency is the fitted concentration of half-maximal effect; % is set by controls: 0 for no effect and ±100 for the full control effect; nearly all actives have a fitted effect of over 55% in size
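ATP formation by purified human PK-M2, quantified via coupled luciferase luminescence after 1 h at room temperature with 0.1 mM ADP and 0.5 mM PEP final.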
Menin MLL FP TR = displaces Texas Red mutant MLL peptide from human menin. O00255. Menin + Texas Red MLL mutant peptide, fluorescence polarization. Potency, µM (highest dose often 61.6 µM), for the others: at the highest dose FP activity change, negative = inhibition, actives largely listed as inhibitors. actives 0.23% (n = 270,000); active = well fitted inhibition curve with a large enough effect in the polarisation, with a control signal flat, not every such curve was filed as active; inconclusive = small, poorly fitted or top-dose-only effect, or effect the other way, or a change in a side signal; inactive = no such curve, though single readings can be large or run the other way; the % refers to the polarisation; note: potency is the fitted concentration of half-maximal effect; % of control where 0% means no effect; many of its hits are not listed in these tables
KCNH2 3.1 inh = inhibitors of human KCNH2 3.1 potassium channel isoform | U2OS KCNH2 3.1, thallium flux FluxOr; stronger effect = lower value | activity change, % (tested at about 1.8 µM) | actives 0.95% (n = 340,000);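 active = maximum activity change below -70%; inconclusive = maximum activity change from -70% to -50%; inactive = maximum activity change above -50%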;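 note: thallium influx rate constant from kinetic fluorescence after stimulation buffer; % is set by controls: 0 for no effect and ±100 for the full control effect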
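Thallium flux read-out: FluxOr dye with Red40 quencher in HBSS/HEPES, 45 min at RT. Rate constants from kinetic reads were normalized to positive and negative DMSO controls. Cells: U2OS virally expressing the 3.1 isoform.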
FLuc modulator = inhibits or activates purified firefly luciferase, miR-21 counter-screen; P08659; purified FLuc, Km substrates, luminescence inhibition; Potency, µM (doses to about 57.5 µM), for the others: at the highest dose activity change, negative = inhibition, actives largely listed as inhibitors; actives 6.9% (n = 360,000); AID 588342;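 note: potency is the fitted concentration of half-maximal effect; plate controls were vehicle for no effect and reference inhibitor for full effect; nearly all actives have a fitted effect of over 55% in size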
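Purified P. pyralis luciferase (10nM final) with 10uM D-luciferin and 10uM ATP (Km levels) in 50mM Tris acetate pH 7.5, 10mM Mg acetate, 0.01% Tween-20, 0.05% BSA; qHTS 6-point titration, ~60 µM downward; luminescence read.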
MBNL1 CUG block = MBNL1-poly(CUG) RNA binding inhibition. Q9NR56. TR-FRET MBNL1-His/biotin-(CUG)12 binding, 665/545 ratio. Potency, µM (titrated, usually from 57.5 µM), inactives show top-dose activity change, negative = inhibition, usual class: inhibitors. actives 0.036% (n = 280,000); active = well fitted inhibition curve with a large enough effect in the signal ratio, with a control signal flat, not every such curve was filed as active; inconclusive = small, poorly fitted or top-dose-only effect, or effect the other way, or a change in a side signal; inactive = no such curve, though single readings can be large or run the other way; the % refers to the signal ratio; note: potency is the fitted concentration of half-maximal effect; % is set by controls: 0 for no effect and ±100 for the full control effect
Target sequence (Q9NR56 whole entry, looked up): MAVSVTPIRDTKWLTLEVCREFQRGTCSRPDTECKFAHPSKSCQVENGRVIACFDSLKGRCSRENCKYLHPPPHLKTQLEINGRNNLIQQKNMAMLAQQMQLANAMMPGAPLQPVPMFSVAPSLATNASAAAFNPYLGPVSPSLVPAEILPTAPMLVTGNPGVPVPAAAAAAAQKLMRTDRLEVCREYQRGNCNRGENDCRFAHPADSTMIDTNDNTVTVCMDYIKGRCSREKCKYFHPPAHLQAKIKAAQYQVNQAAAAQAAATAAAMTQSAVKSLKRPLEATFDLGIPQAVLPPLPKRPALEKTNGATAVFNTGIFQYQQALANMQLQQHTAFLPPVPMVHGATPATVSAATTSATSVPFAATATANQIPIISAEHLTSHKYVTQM
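Compounds (final 92 nM to 58 uM) are added to His-tagged MBNL1 and biotin-(CUG)12, then terbium anti-His antibody and streptavidin-XL665 (5 nM final). After 60 min at room temperature, the 665/545 nm ratio is read.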
Rab9 prom act = Rab9 promoter activation | Huh7 Rab9 promoter-luciferase reporter, luminescence, 24 h | Potency, µM (series often up to 9.22 µM), for inactives: top-dose activation, negative = inhibition, usual class: activators | actives 2.8% (n = 320,000); note: potency is the fitted concentration of half-maximal effect; % of control where 0% means no effect; nearly all actives have a fitted effect of over 60% in size
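Quantitative HTS format; Huh7 Rab9-luciferase reporter cells (1500/well) receive compound 2 h post-plating, incubate 24 h at 37 °C, then get luciferase reagent for 10 min before luminescence reading.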
ELG1 repair inh = blocks ELG1-dependent DNA repair in HEK293T cells. HEK293T ELG1-luciferase reporter, luminescence, 16 h; DNA damage induced by 5-fluorouridine. Potency, µM (doses to about 46.1 µM), inactives show top-dose activity change, negative = inhibition, usual class: inhibitors. actives 2.3% (n = 330,000); note: potency is the fitted concentration of half-maximal effect; % is set by controls: 0 for no effect and ±100 for the full control effect; nearly all actives have a fitted effect of over 55% in size
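Quantitative HTS, concentration-response format. 2,000 cells/well co-treated with 5-fluorouridine and compound, 16 hr in 5% CO2 at 37 °C; ONE-Glo luminescence read after 30 min.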
NPC1 prom act = activates the NPC1 promoter. Huh7 NPC1 promoter luciferase reporter, 24 h. Potency, µM (series often up to 9.22 µM), for the others: at the top dose activation, usual class: activators. actives 2.4% (n = 320,000). AID 485313;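 note: potency is the fitted concentration of half-maximal effect; % of control where 0% means no effect; nearly all actives have a fitted effect of over 60% in size; reporter is driven by a mutant NPC1 promoter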
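Luminescence read-out of NPC1 promoter-driven luciferase in stably transfected Huh7 cells; compounds delivered in DMSO and left 24 h at 37C, 5% CO2, qHTS titration format.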
Mito fusion act = inhibitors of mitochondrial division or activators of mitochondrial fusion; actives 0.23% (n = 320,000); S. cerevisiae fusion-defective mutant growth rescue, CellTiterGlo 48 h; Potency, µM (doses to about 46.1 µM), for the others: at the highest dose growth rescue (activation), actives largely listed as activators;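 note: potency is the fitted concentration of half-maximal effect; % of control where 0% means no effect; nearly all actives have a fitted effect of over 45% in size; temperature-sensitive fusion mutants such as fzo1-1 at 37 °C on non-fermentable ethanol glycerol medium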
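S. cerevisiae fusion-defective temperature-sensitive mutants (e.g. fzo1-1, mgm1-5) grown 48 h at 37C in YPEG (ethanol/glycerol non-fermentable) medium with 23 nl compound per well; growth rescue read as CellTiterGlo luminescence.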
* marks the source's active call; other numbers are inactive results; ? = inconclusive; . = no result given; [ ] = remark or other dose. Unless noted, calls come from the whole dose curve; as a rule, active = well fitted curve in the direction sought with a large enough effect; inconclusive = small, poorly fitted or top-dose-only effect, or another doubt; inactive = no such curve, though single readings can be large; an effect the other way counts as inactive or inconclusive. A portion of the library (hit frequency here may not be typical).

SMILES	VP16 counter	RORg inh	PKM2 act	Menin MLL FP TR	KCNH2 3.1 inh	FLuc modulator	MBNL1 CUG block	Rab9 prom act	ELG1 repair inh	NPC1 prom act	Mito fusion act
Cc1ccc(NC(=O)COC(=O)CCc2c[nH]c(=O)[nH]2)cc1	13%	-16%	-8%	4%	19	0%	-8%	-5%	9%	-1%	-2%
CCNC(=S)N1CCN(c2ncccn2)CC1	1%	?	-1%	-7%	14	0%	0%	0%	-2%	-4%	1%
COc1ccc(NC(=O)N2c3ccccc3C(C)=CC2(C)C)cc1	-2%	7%	-5%	-1%	-3	-5%	-1%	-8%	21%	-1%	6%
CC(C)(C)NS(=O)(=O)c1cccc(S(=O)(=O)c2cccc(S(=O)(=O)NC(C)(C)C)c2)c1	-1%	?	-6%	23%	-5	5.4µM*	10%	1.6µM*	?	2.5µM*	3%
O=C(Nn1cnnc1)C1CCCN1S(=O)(=O)c1ccc(F)cc1 (stereo unspecified)	-5%	-5%	-3%	9%	-9	5%	-2%	4%	5%	-4%	0%
Cc1ccc(NC(=O)C2CC2C)cc1S(=O)(=O)N1CCOCC1 (stereo unspecified)	.	.	.	.	15	-22%	.	-3%	-3%	6%	10%
O=c1c2cc(Cl)ccc2nc(-c2ccccc2)n1O	1%	6.3µM*	5%	25%	22	?	-11%	5%	-27%	-4%	-5%
CC(C)N(c1ccccc1)c1ccc(NC(=O)CCl)cc1	?	?	-4%	-22%	0	-7%	-5%	-45%[inhibitor]	-21%	-46%[inhibitor]	2%
COC(=O)CNc1nc(-c2ccncc2)nc2ccccc12	0%	-40%	8%	?	-19	1%	-2%	2%	?	-3%	-1%
CCCn1c(=S)[nH]c2cc(C(=O)N3CCN(C4CCCCC4)CC3)ccc2c1=O	-12%	10µM*	.	4%	27	1%	3%	0%	6%	-2%	-3%
O=C(Cc1cccs1)Nc1nc2ccccc2s1	3%	0%	16%	?	-14	15µM*	-6%	3.2µM*	?	?	-1%
O=C(CCN1C(=O)c2cccc3cccc(c23)C1=O)N1CCN(c2ccccc2F)CC1	-30%	25%	-4%	-5%	.	-1%	1%	4%	4%	0%	-3%
COC(=O)C1=C(C)OC(N)=C(C#N)C1c1c(C)nn(-c2ccccc2)c1Cl (stereo unspecified)	3%	3%	-3%	-2%	-1	1%	3%	-5%	27%	-4%	-3%
CC1CN(C(=O)CNC(=O)Cc2cccc3ccccc23)CC(C)O1 (stereo unspecified)	.	.	.	.	5	.	.	-1%	5%	0%	-4%
Oc1ccc(CN2CCN(c3ccccc3)CC2)c2cccnc12	1µM*	1.3µM*	7%	0%	-4	1%	-8%	-16%	?	-12%	-3%
COc1ccc(OC)c(C(=O)c2ccc(C(=O)Nc3ccc4ccccc4c3)cc2)c1	-16%	?	-4%	-10%	-15	1%	20%	21%	?	10%	-3%
Clc1ccc(-c2nnc3n2-c2ccccc2SC3)cc1	0%	-23%	0%	.	-2	3%	-4%	-12%	-7%	0%	6%
CC1C/C(=N\Nc2ccc(S(N)(=O)=O)cc2[N+](=O)[O-])CC(C)(C)C1 (stereo unspecified)	?	?	-3%	-13%	3	-2%	?	-3%	2%	1%	26%
N#Cc1c(-c2cccs2)nc(SCC(=O)c2cccs2)[nH]c1=O	2%	-3%	4%	?	9	-3%	3%	-6%	-2%	4%	-25%
Cc1cc(C)c(C(N)=O)c(NC(=O)Nc2ccccc2Cl)n1	6%	?	1%	?	-2	-12%	1%	-1%	22%	27%	0%
COc1ccccc1CNC(=O)COc1ccc2c(c1)CCC2	16%	38%	4%	?	16	-15%	0%	5%	?	0%	7%
Cc1cc([N+](=O)[O-])ccc1NCc1cccc([N+](=O)[O-])c1	3%	?	-3%	?	?	1%	?	0%	-12%	5%	1%
CC(CCc1ccccc1)NC(=O)COC(=O)C12CC3CC(CC(Br)(C3)C1)C2 (stereo unspecified)	-12%	7%	0%	6%	-9	8%	?	4%	2%	-1%	7%
Cc1ccc(S(=O)(=O)c2nc(NCc3ccc4c(c3)OCO4)sc2Cl)cc1	-3%	43%	6%	19%	17	4%	-4%	-4%	-6%	-2%	-5%
CC(C)Nc1ccc(C(CC(N)=O)NC(=O)Cc2ccc(Br)cc2)cc1[N+](=O)[O-] (stereo unspecified)	0%	29%	-8%	.	-26	1%	?	-23%	?	-18%	0%
Additional entries:
SMILES	VP16 counter	RORg inh	PKM2 act	Menin MLL FP TR	KCNH2 3.1 inh	FLuc modulator	MBNL1 CUG block	Rab9 prom act	ELG1 repair inh	NPC1 prom act	Mito fusion act
CCOC(=O)N/N=C\c1ccc(OC/C=C/c2ccccc2)cc1	-6%	-31%	3%	2%	3	-10%	-5%	-3%	7%	-5%	2%
COc1ccc(CCN2C(=O)NC(NS(=O)(=O)c3ccccc3)(C(F)(F)F)C2=O)cc1OC (stereo unspecified)	-1%	-10%	0%	10%	9	3%	0%	4%	-10%	0%	-6%
O=S(=O)(Nc1ccc(S(=O)(=O)N2CCCC2)cc1)c1ccc(F)cc1	1%	-1%	-1%	1%	-12	0%	-4%	5%	-2%	4%	-7%
CCOC(=O)CSc1cc(CSc2ccccc2)nc(-c2ccccc2)n1	19%	1%	-10%	-8%	-1	-1%	-5%	0%	2%	-2%	-9%
COc1cc2c(cc1OC)CN(CC(=O)Nc1ccccc1SC)CC2	-12%	2%	1%	-3%	-2	-3%	1%	-6%	?	-5%	-4%
C/C(=N\NC(=O)c1ccc(COc2ccccc2)cc1)c1ccncc1	-4%	-1%	-2%	-20%	-4	-1%	.	?	-3%	-1%	25%
CCCCNS(=O)(=O)c1ccc(NC(=O)C(Sc2ccccc2)c2ccccc2)cc1 (stereo unspecified)	?	?	3%	12%	-11	0%	.	-8%	18µM*	-2%	18%
CC1(C(=O)N2CC3(CC(c4cccc(NC(=O)CC(c5ccccc5)c5ccccc5)c4)=NO3)C[C@@H]2C(N)=O)CC1 (stereo partly specified)	4%	-3%	0%	.	-12	5%	-15%	-1%	-14%	-14%	-14%
Cc1ccccc1NC(=O)/C(C#N)=C\c1cc(C)n(-c2ccc(C(=O)O)cc2)c1C	1%	42%	-3%	.	-1	-14%	?	-1%	15%	-3%	3%
Oc1ccc(-c2csc(Nc3ccccn3)n2)c(O)c1	?	11µM*	1%	?	1	4.8µM*	96%[activator]	3.2µM*	?	1.8µM*	-5%
CCOC(=O)COc1cc(-n2c(=S)[nH]c3cc(OC)c(OC)cc3c2=O)c(Cl)cc1Cl	?	?	2%	?	6	-18%	.	2%	-16%	-4%	2%
Cc1ccc(C(=O)Nc2cnc3sc(C)nn3c2=O)cc1	6%	3%	-2%	4%	-3	-6%[2.3 µM]	0%	?	?	?	0%
CCC(COC(=O)Nc1cccc(C)c1)NC(=O)OCC(C)C (stereo unspecified)	-1%	21%	-9%	17%	-7	?	-8%	25%	24%	25%	7%
CCOC(=O)C(C)Oc1ccc(C2NC(=O)NC(C)=C2C(=O)Nc2ccccc2C)cc1 (stereo unspecified)	-3%	16%	1%	4%	13	7%	8%	0%	0%	-2%	-3%
Cc1ccc(C(=O)N/C(=C\c2ccc(F)cc2)C(=O)NCc2ccncc2)cc1	-8%	2%	-1%	10%	-90*	1%	1%	-2%	4%	2%	-5%
O=C(c1cccc(S(=O)(=O)N2CCCC2)c1)N(Cc1ccco1)C1CCS(=O)(=O)C1 (stereo unspecified)	-2%	14%	-10%	2%	-8	-2%	-3%	-3%	7%	1%	-3%
O=C1[C@H]2[C@H]3[C@H](O)[C@H](O)C/C(=N\OC[C@@H](O)COCc4ccco4)[C@@H]3CC[C@H]2C(=O)N1c1ccc(F)cc1F	-7%	-3%	-10%	0%	.	0%	-12%	-1%	19%	-1%	0%
CCN(CC)S(=O)(=O)c1cc(NC(=O)COc2ccc(C#N)cc2OC)ccc1C	-9%	?	1%	0%	-7	5%	.	-2%	13µM*	1%	-1%
O=C(COc1ccc(S(=O)(=O)N2CCOCC2)cc1Cl)NC1CCCCC1	1%	21%	3%	-7%	4	-1%	-10%	0%	-8%	-2%	-2%
